AID inh: Primary qHTS assay for inhibitors of Activation Induced Cytidine Deaminase (AID): AID signal | Single-stranded DNA cytosine deaminase (Homo sapiens), Q9GZX7 | AID deamination FRET fluorescence, UDG-coupled, 4 h | Potency, µM (highest dose often 115 µM), for the others: at the top dose activity change, negative = inhibition, hits mostly inhibitors | hit rate 0.32% among 91,000; also: nearly all actives have a fitted effect of over 25% in size
Target sequence (Q9GZX7 whole entry, looked up): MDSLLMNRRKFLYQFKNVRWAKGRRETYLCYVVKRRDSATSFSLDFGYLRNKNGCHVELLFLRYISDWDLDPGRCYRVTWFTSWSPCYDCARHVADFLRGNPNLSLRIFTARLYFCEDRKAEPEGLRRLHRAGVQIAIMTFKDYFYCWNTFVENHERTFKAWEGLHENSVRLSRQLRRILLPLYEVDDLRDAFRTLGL
UDG counterscr: Primary qHTS assay for inhibitors of Activation Induced Cytidine Deaminase (AID): UDG Counterscreen signal; Uracil-DNA glycosylase; FRET deamination/UDG coupled assay, UDG read, 4 h; Potency, µM (doses to about 115 µM), inactives show at the top dose activity change, negative = inhibition, hits mostly inhibitors; hit rate 0.14% among 91,000; AID 1347430, 2020; also: nearly all actives have a fitted effect of over 65% in size
Starred values were filed as active, the others as inactive; ? = inconclusive; [ ] = remark or other dose. Calls follow the shape of the dose curve; as a rule, active = well fitted curve in the direction sought with a large enough effect; inconclusive = small, poorly fitted or top-dose-only effect, or another doubt; inactive = no such curve, though single readings can be large; an effect the other way counts as inactive or inconclusive. % is scaled to controls: 0 for no effect and ±100 for the full control effect; potency is read from the fitted curve at half-maximal effect. Not all compounds are listed; the hit share may differ from the screen's.

Values in the order – UDG counterscr	AID inh
COc1ccc(NC(=O)c2cc3cccc(OC)c3oc2=O)c(OC)c1
→ -1%	7%
Cc1cc(C)cc(C(=O)Nc2ccc(-c3nc4ccccc4s3)cc2C)c1
→ -2%	0%
Cc1csc(C(C#N)C(=O)CSc2ccc(C(F)(F)F)cn2)n1 (stereo not drawn)
→ 5%	3%
Cn1c(=O)c2c(nc(Oc3ccc(C#N)cc3)n2Cc2ccc(Cl)cc2Cl)n(C)c1=O
→ -4%	27%
COc1ccc(CCNC(=O)c2cc(C)nc3c2c(C)nn3-c2ccc(C)cc2)cc1OC
→ 10%	8%
CC(NC(=O)Cc1ccc(Cl)cc1)C12CC3CC(CC(C3)C1)C2 (stereo not drawn)
→ -4%	-4%
CCOc1cccc(C(C)NC(=O)N(C)Cc2ccc(C#N)cc2)c1 (stereo not drawn)
→ -13%	-12%
COc1ccc(Nc2oc(/C=C/c3ccccc3OC)nc2C#N)cc1
→ -13%	56%[activator]
COc1ccc2c(C)c(CCC(=O)NCCc3ccccc3)c(=O)oc2c1
→ ?	-19%
CCOc1ccccc1NC(=O)C1CCCN(S(=O)(=O)c2c(C)[nH]c(=O)[nH]c2=O)C1 (stereo not drawn)
→ 12%	5%
O=C(NCCc1ccccc1)c1cncc(Br)c1
→ 2%	-2%
Cn1c(=O)c2c(ncn2CC(=O)Nc2ccccc2Oc2ccccc2Cl)n(C)c1=O
→ -5%	-7%
O=C1CN(c2nc(-c3ccncc3)nc3ccccc23)CCN1
→ -3%	1%
CCN(CC)c1ccc(NC(=O)CCS(=O)(=O)c2cc3c(cc2Cl)NC(=O)CO3)c(C)c1
→ 10%	30%[activator]
CCOc1ccc(-c2nc(Cn3c(=O)cc(-c4ccccc4)c4c(C)nn(C)c43)c(C)o2)cc1OC
→ 15%	15%
CCOc1ccc2oc(=O)cc(CN3CCN(CC(=O)Nc4ccc(F)cc4C)CC3)c2c1
→ 2%	-6%
COc1ccc(C2=C(C)C(N3CCC(C(=O)Nc4ccccc4F)CC3)=NS2(=O)=O)cc1
→ 29%	-5%
Cc1ccccc1NC(=O)c1c(NC(=O)c2ccccc2F)sc2c1CCC(C)C2 (stereo not drawn)
→ -2%	5%
CC(C)NCCNC(=O)c1cccs1
→ -3%	-7%
Cc1oc2cc(OS(C)(=O)=O)ccc2c(=O)c1Oc1ccccc1Br
→ 6%	25%
CCCSc1ncc(Cl)c(C(=O)Nc2c(C(=O)c3ccc(C)cc3)oc3ccccc23)n1
→ 3%	4%
CCCCCCCCCCCCS(=O)C1CCCCC1OC(C)=O (stereo not drawn)
→ -10%	-25%
COc1ccc(CNC(=O)C2CCN(S(=O)(=O)c3cccc(-c4noc(C)n4)c3)CC2)cc1
→ -4%	-14%
COC(=O)c1ccc(CNC(=O)c2ccc(C#N)cc2)cc1
→ -3%	-3%
O=C(c1ccc(Cl)cc1)n1nc(-c2ccccc2)nc1NCc1ccco1
→ 8%	-4%
Cn1cnc2c1c(=O)n(Cc1cccc(Cl)c1)c(=O)n2C
→ 0%	-8%
c1ccc(CNc2nc(-c3cccnc3)nc3ccccc23)cc1
→ -20%	-14%
Cc1ccc2nc(N(Cc3cccnc3)C(=O)Cc3ccccc3)sc2c1
→ 0%	-8%
Cc1cccn2c(=O)c3cc(C(=O)NCCc4ccc(S(N)(=O)=O)cc4)n(C)c3nc12
→ 0%	4%
Cc1cccc(N2CCN(C(=O)C3CCN(S(=O)(=O)Cc4ccccc4)CC3)CC2)c1C
→ 27%	-10%

The last 6 compounds of the section before come first, to join the parts:
Values in the order – UDG counterscr	AID inh
O=C(c1ccc(Cl)cc1)n1nc(-c2ccccc2)nc1NCc1ccco1
→ 8%	-4%
Cn1cnc2c1c(=O)n(Cc1cccc(Cl)c1)c(=O)n2C
→ 0%	-8%
c1ccc(CNc2nc(-c3cccnc3)nc3ccccc23)cc1
→ -20%	-14%
Cc1ccc2nc(N(Cc3cccnc3)C(=O)Cc3ccccc3)sc2c1
→ 0%	-8%
Cc1cccn2c(=O)c3cc(C(=O)NCCc4ccc(S(N)(=O)=O)cc4)n(C)c3nc12
→ 0%	4%
Cc1cccc(N2CCN(C(=O)C3CCN(S(=O)(=O)Cc4ccccc4)CC3)CC2)c1C
→ 27%	-10%
CC(C)(C)c1cc(C(=O)NCC(=O)O)cc(C(C)(C)C)c1
→ -5%	-2%
CCCNC(=O)NC(C(N)=O)C(N)=O
→ -9%	1%
COc1cc(-c2c(NC(=O)c3ccccc3F)oc3c(C)cccc3c2=O)cc(OC)c1OC
→ 7%	-4%
O=C(NCCNC(=O)c1nc2ccccc2c(=O)[nH]1)c1ccc2ccccc2c1
→ -2%	-13%
CC(Sc1nnc2ccccn12)C(=O)c1ccc(F)c(F)c1 (stereo not drawn)
→ 7%	-1%
Cc1ccc(C)c(Cn2c(C(C)NC(=O)c3ccccc3)nc3ccccc32)c1 (stereo not drawn)
→ -13%[57.5 µM]	5%
COc1ccc(-c2cc(C(F)(F)F)n3nc(-c4ccc(Cl)cc4)cc3n2)cc1OC
→ -12%	24%
Cc1ccc(C)c(S(=O)(=O)c2nnn3c2nc(N2CCCCC2)c2sccc23)c1
→ ?	?
COC(=O)CCNC(=O)/C=C/c1cccc(C)c1
→ 5%	4%
Cc1cc(C)cc(NC(=O)c2csc3c2CCCC3)c1
→ -1%	-14%
Cc1ccccc1CN1C(=O)c2ccccc2S(=O)c2ccc(C(=O)NCc3ccco3)cc21 (stereo not drawn)
→ -2%	-17%
CC(C)Oc1ccc(C(O)(CC[N+](C)(C)C)C2CCCCC2)cc1 (stereo not drawn)
→ 3%	1%
COc1ccc(CSc2nnc(Cc3ccc(OCC(C)C)cc3)n2C)cc1Br
→ -8%	-26%
CCOC(=O)c1ccc(OCC(O)CNCCCn2nc(C)cc2C)cc1 (stereo not drawn)
→ -5%	-9%
COc1ccc(Cn2c(=O)[nH]c3cc(C(=O)N4CCN(c5cccc(OC)c5)CC4)ccc3c2=O)cc1
→ 0%	19%

Shown with bars between the fields: part of the list above
mol | UDG counterscr | AID inh
COc1ccc(-c2cc(C(F)(F)F)n3nc(-c4ccc(Cl)cc4)cc3n2)cc1OC | -12% | 24%
Cc1ccc(C)c(S(=O)(=O)c2nnn3c2nc(N2CCCCC2)c2sccc23)c1 | ? | ?

Next section.
Values in the order – UDG counterscr	AID inh
C/C=C/Cn1c(NCCO)nc2c1c(=O)[nH]c(=O)n2C
→ -13%	-1%
S=C(NC(=NCc1ccccc1)c1ccccc1)Nc1ccccc1
→ -2%	-4%
c1ccc(-c2nc(-c3ccc4c(c3)OCCCO4)cs2)nc1
→ 0%	-11%
CCOC(=O)c1cccc(NC(=O)C2Cc3ccccc3N2C(=O)c2ccccc2)c1 (stereo not drawn)
→ 7%	-4%
COc1cccc(Nc2cc(C)nc3ccc(Cl)cc23)c1
→ -14%	?
Cc1ccc(S(=O)(=O)c2cn(CC(=O)Nc3ccc(F)cc3)c3cc4c(cc3c2=O)OCO4)cc1
→ -4%	32%
CCC(CNC(=O)c1ccc2c(c1)NC(=O)CS2)c1ccccc1 (stereo not drawn)
→ 2%	-3%
O=C(OC(C(=O)NC1CC1)c1ccccc1)c1n[nH]c(=O)c2ccccc12 (stereo not drawn)
→ -7%	0%
CC(C)c1ccc(/C=N/NC(=O)c2cc(C3CC3)nc3ccccc23)cc1
→ -1%	-9%
COC(=O)C1(NC(=O)c2ccc3c(c2)OCCCO3)CCCCC1
→ -2%	1%
Cc1cc(C(=O)OCC(=O)Nc2ccccc2F)c2ccccc2n1
→ 47%[activator]	-8%
CCCCN(CCCNC(=O)CN1N=C(c2ccc(C)cc2)CCC1=O)c1ccccc1
→ -3%	-29%
COc1cccc(NC(=O)Cn2cc(S(=O)(=O)Cc3ccccc3F)c3ccccc32)c1
→ -5%	76%[activator]
COc1cc(Cl)c(C)cc1NC(=O)c1cc(CN2CCOCC2)on1
→ 1%	12%
COc1ccc(C2C(C(N)=O)=C(C)Nc3nc(-c4ccccc4Cl)nn32)cc1 (stereo not drawn)
→ -1%	-6%
Cc1cccc(C(=O)NC(C2CC2)C2CC2)n1
→ -2%	-6%
Cc1nc(C#N)c(N2CCN(C(=O)CN(C)C(C)C(C)C)CC2)o1 (stereo not drawn)
→ -11%	2%
O=C(NC1CC1)c1cc(-c2ccc(Cl)c(Cl)c2)nc2ccccc12
→ 3%	0%
O=C(Cn1c(-c2cccs2)cc2ccccc21)NCc1ccccc1Br
→ -13%	4%
CNC(=O)NC(=O)C(Cl)c1ccccc1 (stereo not drawn)
→ -3%	3%
CC(C)C(=O)Nc1nnc(Cc2c[nH]c3ccccc23)s1
→ 7%	12%
Cc1ccc(Nc2nc(CN3CCN(S(=O)(=O)c4ccccc4)CC3)cs2)cc1
→ -9%	-21%
CCc1c(C)sc(NC(=O)C2CC3CCC2C3)c1C#N (stereo not drawn)
→ -3%	49%[activator]
COc1cc(CCC(=O)NCc2ccc3c(c2)CCN3C(=O)c2ccccc2)cc(OC)c1OC
→ 6%	9%
O=C(/C=C/c1ccccc1)Nc1cc(-c2nc3cc(Cl)ccc3o2)ccc1Cl
→ -2%	23%
COc1ccccc1CNc1ccc(-c2nc(-c3ccccc3C)no2)cc1[N+](=O)[O-]
→ -25%	1%
Cc1ccc(-c2nc3c4ccccc4n(Cc4cccc(Cl)c4)c(=O)n3n2)cc1
→ -7%	1%
COc1ccc2oc(=O)c(-c3csc(Nc4ccccc4)n3)cc2c1
→ -9%	-8%
CCOC(=O)c1scc(-c2ccc(C)cc2)c1S(=O)(=O)N1CCN(c2ccccc2)CC1
→ -3%	3%
Cn1c(=O)c2sccc2n(CC(=O)NCC2CCCO2)c1=O (stereo not drawn)
→ 5%	6%
COc1ccccc1C(=O)Nc1nnc(S(=O)(=O)N2CCN(c3ccc(F)cc3)CC2)s1
→ 2%	-22%
CC(C)c1ccc(NC(=O)Cn2nnc(C(=O)NCc3cccs3)c2N)cc1
→ -18%	3%
Cc1ccc(NC(=O)CC2(C(=O)O)CCCCC2)c(C)c1
→ -12%	-10%
COC(=O)c1ccc(C2c3c(-c4ccc(Br)cc4)n[nH]c3C(=O)N2c2ccc(Cl)cc2)cc1 (stereo not drawn)
→ -12%	?
CCN(CC)CCNC(=O)c1cc2c(-c3cccc(OC)c3)nn(C)c2s1
→ ?	?
c1ccc(-c2cc(CSc3ccc4c(c3)OCCCO4)no2)cc1
→ 1%	-10%
COc1cccc(OC)c1C(=O)Oc1cc(C)c2c(c1)O/C(=C\c1cccnc1)C2=O
→ -3%	-10%
CCCOc1ccc(-c2nc(C#N)c(NCCN3CCOCC3)o2)cc1
→ -5%	-9%
CCNC(=S)Nc1cccc(C#N)c1
→ -3%	-2%
COc1ccccc1C(=O)Oc1c(Sc2ccccc2)c(C)nn1-c1ccccc1
→ ?	45µM*
COc1ccc(Cl)cc1NC(=O)Cn1cnc2c1c(=O)n(C)c(=O)n2C
→ -9%	-13%
CCOc1cc(CNCCSc2nnnn2-c2ccccc2)cc(Cl)c1OC
→ -17%	-17%
Cc1oc(-c2ccccc2Cl)nc1CS(=O)CC(=O)NCc1ccccc1Cl (stereo not drawn)
→ ?	?
CC(C)(C)c1ccc(C(=O)NC(Nc2ccc(I)cc2)C(Cl)(Cl)Cl)cc1 (stereo not drawn)
→ -5%	-14%
CCOC(=O)c1cnn(-c2ccc(OC)cc2)c1C1CCN(C(=O)OC(C)(C)C)CC1
→ -9%	?
CCOc1ccccc1CNC(=O)CCCN1C(=O)c2cccnc2Oc2ccc(Cl)cc21
→ 35%[activator]	?
COc1cc(C2CC(=O)c3cnc(N4CCN(CCO)CC4)nc3C2)cc(OC)c1OC (stereo not drawn)
→ 0%	-2%
O=C(Cc1c[nH]c2ccccc12)Nc1cc(S(=O)(=O)N2CCOCC2)ccc1N1CCCCCC1
→ -11%	-8%
CCOC(=O)C1C(=O)C=C(c2ccc(C)cc2)CC1c1ccc(CC)cc1 (stereo not drawn)
→ -4%	-12%
O=C(NCC(c1cccnc1)N1CCc2ccccc21)c1ccc(F)c(F)c1 (stereo not drawn)
→ 5%	?
CCC(C)NC(=O)CSc1nc2cc3c(cc2c(=O)n1CCCCCC(=O)NCc1ccc2c(c1)OCO2)OCO3 (stereo not drawn)
→ 3%	-4%
Cc1csc2nc(COc3ccccc3NC(=O)c3ccc(C(C)(C)C)cc3)cc(=O)n12
→ 10%	8%
O=C(OCc1ccc(-c2ccccc2)cc1)c1cnc2ccccc2n1
→ 3%	-14%
O=C(NCc1ccc(Cl)cc1)C1CCCN(c2nc3ccccc3n3cccc23)C1 (stereo not drawn)
→ 7%[57.5 µM]	-8%
CC(C)(C)c1ccc(-c2nc3ccccc3s2)cc1
→ 0%	-6%
CCCn1nc(C(=O)Nc2cc(S(=O)(=O)N3CCCCC3)ccc2C)c2ccccc2c1=O
→ 0%	-2%
Cc1ccc(S(=O)(=O)Nc2ccc(-c3cn4ccsc4n3)cc2)cc1
→ -2%	2%
COC(=O)c1ccc(/C=C(/C#N)C(=O)Nc2ccc(N3CCOCC3)cc2)cc1
→ 6%	18%
CCCNc1c(NC(=O)c2ccccc2OCC)c(=O)oc2ccccc12
→ 9%	-2%
CCC(=O)Nc1ccc(CC)cc1-c1nc2ccccc2n(Cc2ccccc2)c1=O
→ 0%	1%
Cn1c(=O)oc2cc(S(=O)(=O)N3CCC(C(=O)NCc4ccccc4)CC3)ccc21
→ -4%	5%
